# PAFAH1B3 inh – PAFAH1B3 (human) inhibition. recombinant PAFAH1B3, FP-rhodamine probe, fluorescence polarization. hit rate 0.28% among 340,000. Q15102. inhibition, % at 3.39 µM;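 active means inhibition above the screen-wide average of all tested compounds plus 3 SD, cut at about 25% in these data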;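 further: 0% = enzyme with DMSO only and 100% = wells lacking PAFAH1B3 protein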
# Target sequence (Q15102 whole entry, looked up): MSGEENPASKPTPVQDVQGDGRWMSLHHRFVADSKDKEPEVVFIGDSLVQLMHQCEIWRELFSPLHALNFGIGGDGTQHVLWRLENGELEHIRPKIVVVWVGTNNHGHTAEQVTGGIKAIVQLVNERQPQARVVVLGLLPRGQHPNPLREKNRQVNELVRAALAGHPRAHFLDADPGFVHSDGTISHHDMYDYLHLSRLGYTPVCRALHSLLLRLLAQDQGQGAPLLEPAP
# PAFAH1B2 inh – inhibitors of human PAFAH1B2; hit rate 1.2% among 340,000; recombinant PAFAH1B2, FP-rhodamine activity probe, fluorescence polarization; inhibition, % at 3.39 µM; P68402;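 active means inhibition above the mean of all tested compounds plus 3 SD, cut at about 24% in these data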;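 further: 0% = enzyme with DMSO and 100% = wells lacking PAFAH1B2; many of its hits are not listed in these tables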
# Target sequence (P68402 whole entry, looked up): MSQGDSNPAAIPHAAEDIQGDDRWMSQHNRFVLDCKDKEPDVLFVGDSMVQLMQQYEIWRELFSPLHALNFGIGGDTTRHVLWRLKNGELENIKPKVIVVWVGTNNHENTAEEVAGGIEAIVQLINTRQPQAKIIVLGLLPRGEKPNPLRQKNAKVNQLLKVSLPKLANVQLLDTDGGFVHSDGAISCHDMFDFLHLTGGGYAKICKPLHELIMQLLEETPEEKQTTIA
# ZTA counter – blocks Epstein-Barr virus ZTA, an EBNA-1 counter-screen. P03206. ZTA-DNA binding, fluorescence polarization. inhibition, % at 11 µM. hit rate 0.15% among 320,000; in the data active means inhibition above about 33%
# pPAFAH inh – inhibitors of human plasma PAF acetylhydrolase (pPAFAH). recombinant pPAFAH, FP-rhodamine probe fluorescence polarization. Q13093. hit rate 1.5% among 330,000. inhibition, % at 3.39 µM. AID 463082;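 active means inhibition above the mean inhibition across the screen plus 3 SD, cut at about 25% in these data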;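 further: inhibitors block binding of the rhodamine activity-based probe so polarization drops; 0% = enzyme with DMSO and 100% = wells lacking pPAFAH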
# LYPLA2 counter – blocks human lysophospholipase 2, a PME1 counter-screen. inhibition, % at 5.9 µM. hit rate 0.38% among 320,000. recombinant LYPLA2, FP-Rh probe fluorescence polarization. O95372;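 active means inhibition above the screen-wide mean plus 3 SD, limit set per campaign, cut at about 26% in these data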;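 further: 0% = LYPLA2 with DMSO and 100% = wells lacking LYPLA2 enzyme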
# Target sequence (O95372 whole entry, looked up): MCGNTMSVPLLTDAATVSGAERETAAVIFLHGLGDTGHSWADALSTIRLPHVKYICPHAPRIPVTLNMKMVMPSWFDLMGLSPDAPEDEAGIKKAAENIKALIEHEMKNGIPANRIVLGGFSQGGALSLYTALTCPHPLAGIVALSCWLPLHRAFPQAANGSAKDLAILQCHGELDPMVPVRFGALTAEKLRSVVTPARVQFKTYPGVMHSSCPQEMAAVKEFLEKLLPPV
# EBNA-1 inhibitor – blocks EBNA-1 binding to DNA; EBNA-1 DNA binding, fluorescence polarization; inhibition, % at 14.8 µM; hit rate 0.34% among 300,000; in the data active means inhibition above about 28%
# LYPLA1 counter – LYPLA1 (human) inhibition in PME1 counter-screen | hit rate 0.16% among 320,000 | O75608 | inhibition, % at 5.9 µM | recombinant LYPLA1, FP-Rh probe fluorescence polarization;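 active means inhibition above the mean of all tested compounds plus 3 SD, set per campaign, cut at about 14% in these data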;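 further: inhibitors block serine hydrolase probe labeling of LYPLA1 so polarization falls; 0% = enzyme with DMSO and 100% = wells lacking LYPLA1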
# Target sequence (O75608 whole entry, looked up): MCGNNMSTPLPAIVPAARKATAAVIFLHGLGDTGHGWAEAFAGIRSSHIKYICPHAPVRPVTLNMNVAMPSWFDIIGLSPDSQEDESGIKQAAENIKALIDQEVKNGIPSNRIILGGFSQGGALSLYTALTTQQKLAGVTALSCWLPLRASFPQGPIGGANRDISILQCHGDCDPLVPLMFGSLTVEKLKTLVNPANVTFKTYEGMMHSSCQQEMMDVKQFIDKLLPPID
# PREPL inhibitor – human PREPL enzyme inhibition. Q4J6C6. recombinant PREPL, fluorescence polarization activity-based probe. inhibition, % at 5.96 µM. hit rate 0.68% among 320,000. AID 2751; in the data active means inhibition above about 43%;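 further: 0% = enzyme with DMSO and 100% = wells lacking enzyme; many of its hits are not listed in these tables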
# PAFAH2 FP inh – PAFAH2 (human) inhibition; Q99487; recombinant PAFAH2, FP-rhodamine activity probe, fluorescence polarization; inhibition, % at 3.39 µM; hit rate 0.99% among 340,000; AID 492956;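 active means inhibition above the mean over all tested compounds plus 3 SD, cut at about 30% in these data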;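 further: inhibitors block probe labeling of enzyme so polarization drops; 0% = enzyme with DMSO and 100% = wells lacking PAFAH2 protein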
# * marks the source's active call; other numbers are inactive results; · = no result given. Only part of the results is shown; count on the stated rates, not on these rows.
# Under each structure – PAFAH1B2 inh	LYPLA2 counter	LYPLA1 counter	PAFAH1B3 inh	EBNA-1 inhibitor	ZTA counter	pPAFAH inh	PAFAH2 FP inh	PREPL inhibitor
> Cc1nc2ccccc2c(=O)n1NC(=O)c1cncc(Br)c1
 : 6	0	-4	8	-1	10	0	1	-4
> O=C(O)C1CCCN(S(=O)(=O)c2ccc(F)cc2)C1 (centres undefined)
 : 11	4	0	0	-11	-10	-1	8	6
> O=C(Nc1ccc(N2CCOCC2)c(Cl)c1)c1cc(F)c(F)cc1Cl
 : 1	10	2	0	-7	7	0	-1	2
> CCOC(=O)/C=C1\SCC(=O)N1CC(=O)c1ccc[nH]1
 : 0	3	-1	1	-5	9	7	4	6
> CCOc1ccc(C(=O)OCC(=O)Nc2cccnc2Cl)cc1OCC
 : 2	·	·	2	·	·	8	74*	2
> CCS(=O)(=O)C(=C1NCCO1)S(=O)(=O)CC
 : -3	-8	-3	9	5	10	5	-2	-9
> CC(=O)Nc1cccc(NC(=O)CCn2cnc3cc(C)c(C)cc32)c1
 : 2	1	-5	7	5	12	6	-1	-4
> O=C1c2cccnc2C(=O)N1Cc1ccc(S(=O)(=O)NCc2ccco2)s1
 : -4	4	-4	5	-23	12	1	-5	4
> COc1ccccc1Nc1nc(NCC2CCCO2)c2ccccc2n1 (centres undefined)
 : 5	2	1	6	-1	-5	11	10	16
> O=C(CCN1CCc2ccccc2C(O)(c2ccccc2)C1)c1ccc2c(c1)OCCO2 (centres undefined)
 : 5	3	2	8	-4	-9	-1	2	1
> O=C(NC(C(=O)NCCN1CCOCC1)C12CC3CC(CC(C3)C1)C2)C1CCCCC1 (centres undefined)
 : 4	9	1	5	9	11	2	8	6
> O=C(CCC(=O)NCc1ccccc1)NCc1ccccc1
 : 2	4	3	-1	-5	-7	-3	6	2
> CCOc1cc(C(=O)Nc2ncn[nH]2)cc(OCC)c1OCC
 : 7	3	4	4	-3	-10	7	-8	4
> Cc1ccccc1NC(=O)C(=O)NCCc1c[nH]c2ccccc12
 : 1	1	-1	2	5	15	6	-6	-9
> CCc1ccccc1N(C)S(=O)(=O)c1ccc2[nH]cc(C(=O)O)c(=O)c2c1
 : 2	-14	-7	6	-9	13	-1	-9	-1
> CCc1ccc(-n2c(=S)sc3c(=O)n(-c4ccccc4)c(SCC(=O)O)nc32)cc1
 : 5	7	1	6	8	0	3	7	7
> Cc1cc2n(n1)C(c1ccccc1)Nc1ccccc1-2 (centres undefined)
 : -4	-9	0	-4	-3	-19	-7	-3	3
> COc1ccc(C(=O)O)cc1S(=O)(=O)Nc1ccc(Oc2ccccc2)cc1
 : 8	2	0	6	·	3	27*	0	5
> COc1ccc2c(=O)cc(C(F)(F)C(F)(F)F)oc2c1
 : 3	-2	-2	6	13	4	4	6	-3
> CCNc1nc(N)c(C(=C(C#N)C#N)c2ccccc2)s1
 : 9	-4	0	4	-5	-1	5	8	7

# 18 entries already listed, ordered by formula weight, highest first:
# Under each structure – PAFAH1B2 inh	LYPLA2 counter	LYPLA1 counter	PAFAH1B3 inh	EBNA-1 inhibitor	ZTA counter	pPAFAH inh	PAFAH2 FP inh	PREPL inhibitor
> CCc1ccc(-n2c(=S)sc3c(=O)n(-c4ccccc4)c(SCC(=O)O)nc32)cc1
 : 5	7	1	6	8	0	3	7	7
> O=C(NC(C(=O)NCCN1CCOCC1)C12CC3CC(CC(C3)C1)C2)C1CCCCC1 (centres undefined)
 : 4	9	1	5	9	11	2	8	6
> O=C(CCN1CCc2ccccc2C(O)(c2ccccc2)C1)c1ccc2c(c1)OCCO2 (centres undefined)
 : 5	3	2	8	-4	-9	-1	2	1
> O=C1c2cccnc2C(=O)N1Cc1ccc(S(=O)(=O)NCc2ccco2)s1
 : -4	4	-4	5	-23	12	1	-5	4
> COc1ccc(C(=O)O)cc1S(=O)(=O)Nc1ccc(Oc2ccccc2)cc1
 : 8	2	0	6	·	3	27*	0	5
> O=C(Nc1ccc(N2CCOCC2)c(Cl)c1)c1cc(F)c(F)cc1Cl
 : 1	10	2	0	-7	7	0	-1	2
> CCc1ccccc1N(C)S(=O)(=O)c1ccc2[nH]cc(C(=O)O)c(=O)c2c1
 : 2	-14	-7	6	-9	13	-1	-9	-1
> CCOc1ccc(C(=O)OCC(=O)Nc2cccnc2Cl)cc1OCC
 : 2	·	·	2	·	·	8	74*	2
> Cc1nc2ccccc2c(=O)n1NC(=O)c1cncc(Br)c1
 : 6	0	-4	8	-1	10	0	1	-4
> COc1ccccc1Nc1nc(NCC2CCCO2)c2ccccc2n1 (centres undefined)
 : 5	2	1	6	-1	-5	11	10	16
> Cc1ccccc1NC(=O)C(=O)NCCc1c[nH]c2ccccc12
 : 1	1	-1	2	5	15	6	-6	-9
> CCOc1cc(C(=O)Nc2ncn[nH]2)cc(OCC)c1OCC
 : 7	3	4	4	-3	-10	7	-8	4
> O=C(CCC(=O)NCc1ccccc1)NCc1ccccc1
 : 2	4	3	-1	-5	-7	-3	6	2
> CCNc1nc(N)c(C(=C(C#N)C#N)c2ccccc2)s1
 : 9	-4	0	4	-5	-1	5	8	7
> CCOC(=O)/C=C1\SCC(=O)N1CC(=O)c1ccc[nH]1
 : 0	3	-1	1	-5	9	7	4	6
> O=C(O)C1CCCN(S(=O)(=O)c2ccc(F)cc2)C1 (centres undefined)
 : 11	4	0	0	-11	-10	-1	8	6
> CCS(=O)(=O)C(=C1NCCO1)S(=O)(=O)CC
 : -3	-8	-3	9	5	10	5	-2	-9
> Cc1cc2n(n1)C(c1ccccc1)Nc1ccccc1-2 (centres undefined)
 : -4	-9	0	-4	-3	-19	-7	-3	3

# Carrying on.
# Under each structure – PAFAH1B2 inh	LYPLA2 counter	LYPLA1 counter	PAFAH1B3 inh	EBNA-1 inhibitor	ZTA counter	pPAFAH inh	PAFAH2 FP inh	PREPL inhibitor
> COc1ccc(C2NC3=C(CCC3)C3(C#N)C(OC)(OC)N=C(N)C23C#N)cc1 (centres undefined)
 : 6	2	-2	6	8	0	8	8	2
> N#CCCN/N=C(/Cc1nc2ccccc2[nH]1)c1cccc(Cl)c1
 : 5	-1	-3	0	-6	-15	9	-9	12
> CCn1cc(/C=N/NC(=O)c2cc3c(ccc4ccccc43)o2)c2ccccc21
 : 5	-6	-14	11	62*	-2	13	-32	27
> O=C(c1ccc(CNc2c(N3CCCC3)c(=O)c2=O)cc1)N1CCN(C2CCCCC2)CC1
 : 4	2	-1	0	2	6	7	2	9
> Cc1ccc(C(=O)Oc2ccccc2C(=O)N2CCOCC2)cc1
 : 1	0	-1	4	5	9	0	-2	23
> COc1ccc(CC(=O)NC(=S)Nc2cccc(C)c2)cc1
 : 4	-3	-2	7	0	6	-1	4	-8
> O=C1N(Cc2cccc(Cl)c2)C[C@@H]2C[C@@H](c3cccc4ncccc34)N3CCC[C@@]123
 : -4	2	-2	8	-6	-13	-5	8	11
> COc1cc(-c2nnc(SCC(=O)N3c4ccccc4Sc4ccccc43)o2)cc(OC)c1OC
 : 2	0	4	3	10	4	-2	-9	12
> C[C@H]1C(c2ccc(F)cc2)=NN(c2ccccc2)[C@@H]1CO
 : 7	·	·	11	·	·	5	7	·
> CCOC(=O)COc1ccccc1C1Nc2ccccc2C(=O)N1c1cccc(Cl)c1 (centres undefined)
 : -1	-3	-3	2	-1	-8	5	0	3
> Cn1cc(C(=O)NC2CCCCC2)c(=O)c2cc(S(=O)(=O)N3CCOCC3)ccc21
 : 3	-3	-1	7	11	6	11	6	0
> COc1cccc(OCC(Cn2c(C)nc3ccccc32)OC(C)=O)c1 (centres undefined)
 : 7	-2	-4	16	10	-1	4	-6	5
> O=c1cc(-c2ccccc2)nc(SCCOc2ccccc2Cl)[nH]1
 : 8	11	2	3	-5	-3	4	2	0
> CCCN1CCN(CCCNC(=O)C2CCN(c3nnc(-n4c(C)ccc4C)s3)CC2)CC1
 : -2	-1	-1	3	-10	0	-1	-3	-5
> Clc1ccccc1Nc1c2c(nc3ncnn13)CCC2
 : 4	4	-2	12	9	-6	0	-4	16
> COc1cc(/C=C/C(=O)O)ccc1OS(=O)(=O)c1c(C)cc(C)cc1C
 : 18	-2	-5	4	·	-8	4	10	-6
> CN(CC(=O)Nc1ccc(F)cc1)C(=O)CCc1nc2ccccc2c(=O)[nH]1
 : -5	-5	-4	0	-22	-19	-3	-1	0
> Cc1nc(CNS(=O)(=O)c2cc([N+](=O)[O-])ccc2C)cs1
 : 0	6	7	-4	2	1	2	-6	14
> CCOc1ccccc1NC(=O)c1cc(SC)ccc1Cl
 : 3	-2	-1	2	3	3	8	-6	4
> CCOc1ccccc1-n1c(SCC(=O)NC(C)(C)C)nnc1-c1ccoc1C
 : 3	1	0	2	0	3	2	6	7
> CC(C)Cc1nnc(NC(=O)CCC(=O)NCc2ccccc2Cl)s1
 : 6	-3	5	6	6	-2	5	1	-3
> CCOC(=O)c1oc2ccccc2c1CSc1nnc(-c2ccco2)o1
 : 3	2	2	14	-1	-2	6	-4	-3
> Brc1cnc(N2CCCC2)nc1N1CCCCC1
 : 1	-3	0	-5	0	-13	-2	-7	3
> CC1CCCN(CCOc2ccc(Br)cc2)C1 (centres undefined)
 : 0	4	1	1	0	8	5	-2	-1
> CC(Oc1cc2oc(=O)c3c(c2cc1Cl)CCCC3)C(=O)NCc1ccccn1 (centres undefined)
 : 6	10	0	9	-8	-29	10	-1	14
> COc1ccc(C(=O)C(C)OC(=O)CNC(=O)C2CCCCC2)cc1 (centres undefined)
 : 2	·	·	7	·	·	3	6	2
> Cn1nc(C(=O)N2CCc3ccccc32)c2ccccc2c1=O
 : 0	-3	-2	5	2	-3	2	-3	-2
> O=C(N/N=C/c1ccc(Br)s1)c1ccccc1[N+](=O)[O-]
 : 2	14	-4	9	-2	-1	7	-9	-8
> CCCCCC(=O)Nc1ccc(S(=O)(=O)Nc2nccc(C)n2)cc1
 : 10	1	-2	9	-10	0	1	2	1
> Cn1nc(-c2ccccc2)c(CO)c1Oc1ccc(F)cc1
 : 9	7	2	3	13	20	2	3	-11
> CCOC(=O)c1cc(-c2ccccc2)sc1N
 : 4	-1	0	8	-9	15	8	1	24
> CN1CCN(CC(=O)N2c3ccccc3Sc3ccccc32)CC1
 : 6	11	0	5	-5	-20	8	-1	5
> CC1CCCCN1CCCNC(=O)c1ccc(N2CCCC2=O)cc1 (centres undefined)
 : 2	-1	-7	-7	-4	14	1	0	-1
> CCCS(=O)(=O)c1c(S(=O)(=O)CCC)c2c(C)cccn2c1C(N)=O
 : 4	1	3	2	7	8	5	-5	20

# Source: PubChem (The Scripps Research Institute Molecular Screening Center)
